MIN6 prolif: induces beta-cell replication in MIN6 cells | MIN6 cells proliferation, ATPlite luminescence, 48 h; cells starved in 0.2% serum; 100% = growth in 10% serum | proliferation, % at 10 µM | actives 0.29% (n = 330,000) | AID 2380;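 active = compounds whose signal lies at least 3.5 SD above the mean of all wells on their plate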;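 also: 0% = DMSO-treated cells in low-serum medium and 100% = 10% serum control; some compounds called inactive have numbers as strong as hits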
mIAP activ: mouse IAP activation; activation factor at 10 µM; AID 2805; muIAP, CDP-Star luminescence, 30 min; hits give high values; 1 = vehicle-only enzyme signal, 0 = enzyme-free wells; actives 0.24% (n = 330,000);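 active = activation factor of at least 2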; also: the source names both 10 and 20 µM as test concentration; values of inactives mirror those of a sister screen read the other way
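also added = chemiluminescent substrate CDP-Star | test system = mouse IAP enzyme | signal = chemiluminescence readout | compound = DMSO-dissolved test compounds | incubation = 30 min at room temperature | benchmarks = DMSO wells, no-enzyme wells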
TIM10 inh: inhibits growth of TIM10 yeast strain. inhibition, % at 10 µM. S. cerevisiae TIM10 strain growth, BacTiter-Glo luminescence, 24 h. AID 463195. actives 1.4% (n = 330,000);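 active = inhibition of 40% or more at the single tested concentration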;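 also: wild-type TIM10 isogenic control strain grown at permissive 25 °C; 0% = DMSO yeast wells and 100% = minimal medium wells without yeast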
hIAP block: human IAP inhibition | inhibition, % at 10 µM | P09923 | purified IAP, CDP-Star luminescence, 30 min | actives 0.12% (n = 330,000) | AID 2544;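 active = inhibition reaching a set limit with compound at 10 µM in the primary screen, cut at about 35% in these data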;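 also: plate controls were DMSO wells with enzyme for no effect and no-enzyme buffer wells for full effect; values of inactives mirror those of a sister screen read the other way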
Target sequence (P09923 whole entry, looked up): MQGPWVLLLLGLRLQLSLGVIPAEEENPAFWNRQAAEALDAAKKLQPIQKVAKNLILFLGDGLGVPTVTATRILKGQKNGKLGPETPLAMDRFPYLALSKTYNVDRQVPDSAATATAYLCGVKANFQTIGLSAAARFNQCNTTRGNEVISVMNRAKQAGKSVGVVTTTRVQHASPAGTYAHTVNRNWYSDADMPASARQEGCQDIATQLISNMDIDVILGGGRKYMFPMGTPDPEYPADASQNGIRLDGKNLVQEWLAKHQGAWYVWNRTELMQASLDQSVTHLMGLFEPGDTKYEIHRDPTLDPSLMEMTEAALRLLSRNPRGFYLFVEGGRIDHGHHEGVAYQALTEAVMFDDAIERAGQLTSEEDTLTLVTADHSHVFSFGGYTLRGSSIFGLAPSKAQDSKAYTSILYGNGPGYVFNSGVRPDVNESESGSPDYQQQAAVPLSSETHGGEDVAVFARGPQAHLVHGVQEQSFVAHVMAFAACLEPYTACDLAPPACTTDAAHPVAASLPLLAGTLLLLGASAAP
A3G deaminase: blocks human APOBEC3G single-stranded DNA deamination; Q9HC16; recombinant A3G, ssDNA deamination FAM/TAMRA fluorescence; inhibition, % at 20 µM; actives 0.28% (n = 330,000);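 active = inhibition of at least 40% at 20 µM, with no more than 30% in the related APOBEC3A deaminase screen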;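 also: plate controls were DMSO wells with A3G for no effect and wells lacking A3G enzyme for full effect; some compounds called inactive have numbers as strong as hits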
Target sequence (Q9HC16 whole entry, looked up): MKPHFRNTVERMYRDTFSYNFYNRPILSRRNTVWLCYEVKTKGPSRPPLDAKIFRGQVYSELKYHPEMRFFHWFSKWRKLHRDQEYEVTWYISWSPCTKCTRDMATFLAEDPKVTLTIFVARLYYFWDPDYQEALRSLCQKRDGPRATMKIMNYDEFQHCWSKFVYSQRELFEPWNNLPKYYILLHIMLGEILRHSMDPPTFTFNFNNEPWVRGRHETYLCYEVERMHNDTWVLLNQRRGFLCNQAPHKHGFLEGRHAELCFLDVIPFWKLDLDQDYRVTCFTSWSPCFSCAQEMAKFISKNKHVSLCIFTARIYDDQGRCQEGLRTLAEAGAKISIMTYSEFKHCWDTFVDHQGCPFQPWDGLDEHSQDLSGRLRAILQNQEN
A3A deaminase: human APOBEC3A DNA deaminase inhibition. P31941. recombinant A3A, FAM/TAMRA ssDNA deamination fluorescence. inhibition, % at 20 µM. actives 0.41% (n = 330,000). AID 493011;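 active = at least 40% inhibition at 20 µM here, with at most 30% in a related deaminase screen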;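 also: plate controls were A3A with DMSO for no effect and wells lacking A3A enzyme for full effect; some results filed as inactive read as strong as hits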
tim10-1 inh: tim10-1 yeast growth inhibition; S. cerevisiae tim10-1 ts strain growth, BacTiter-Glo, 24 h; inhibition, % at 20 µM; actives 2.2% (n = 330,000); AID 463190;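 active = inhibition of at least 40%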;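 also: mutant grown at 25 °C; 0% = DMSO wells with yeast and 100% = wells holding no yeast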
NLRP3 yeast inh: blocks the NALP3 inflammasome reconstituted in yeast | Yeast reconstituted NLRP3/ASC/caspase-1, beta-gal luminescence, 24 h | inhibition, % at 10 µM | actives 0.39% (n = 330,000);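 active = inhibition of 50% or more; inactive = inhibition below 50%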;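 also: plate controls were induced DMSO wells for no effect and uninduced yeast grown without galactose for full effect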
mIAP inh: blocks mouse intestinal alkaline phosphatase | purified mouse IAP, CDP-Star luminescence, 30 min | inhibition, % at 10 µM | actives 0.2% (n = 330,000) | AID 2806;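 active = inhibition of at least 40% at 10 µM in the primary screen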;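 also: plate controls were DMSO with enzyme for no effect and no enzyme wells for full effect; values of inactives mirror those of a sister screen read the other way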
Active calls of the source: *.

Value order – MIN6 prolif, mIAP activ, TIM10 inh, hIAP block, A3G deaminase, A3A deaminase, tim10-1 inh, NLRP3 yeast inh, mIAP inh
#1 CC(C)(C)C(=O)Nc1cccc(S(=O)(=O)NC2=NCCC2)c1
 : 3, 0.96, 6, 6, -9, -1, -3, 21, 4
#2 COc1cccc(/C=N\NC(=O)C2=NNC(=O)C2C)c1O (stereo not drawn)
 : -3, 0.39, 3, -188, -8, -5, 15, -2, 61*
#3 COC(=O)C1=C(C)NC(=O)C1(NC(=O)c1ccncc1)C(F)(F)F (stereo not drawn)
 : -1, 1, 5, -15, -1, 1, 15, 3, -1
#4 O=C(OCCOCCN=C1NS(=O)(=O)c2ccccc21)c1ccc(F)cc1
 : 0, 1, 15, -3, -5, -2, -23, -1, -1
#5 NS(=O)(=O)c1ccc(CCNC(=O)c2ccc3c(c2)OCO3)cc1
 : 1, 0.99, -6, -2, -11, -3, -13, 15, 1
#6 COc1cccc(NC(=O)COc2cccc(-n3cnnn3)c2)c1
 : -2, 1.1, 3, 9, -19, -7, -9, 18, -8
#7 c1ccc(C[n+]2cccc(-c3ccccc3)c2)cc1
 : -2, 0.86, -2, 3, -3, 0, 7, 6, 14
#8 CC1CCc2sc(C(=O)NNC(=O)c3ccncc3)cc2C1 (stereo not drawn)
 : -2, 1, -8, -14, 1, 5, -1, 21, -2
#9 O=C(CCc1c[nH]c2ccccc12)NCC1CCCO1 (stereo not drawn)
 : -3, 0.98, -15, -15, -1, -3, 4, 10, 2
#10 Cc1ccccc1-c1nc(Cc2ccc(Cl)cc2)no1
 : 1, 0.9, -8, 9, -3, -1, 5, 10, 10
#11 CCN(CC)S(=O)(=O)N1CCC(C(=O)NC(C)CCc2ccccc2)CC1 (stereo not drawn)
 : 0, 0.99, -3, 1, -5, -3, 9, -3, 1
#12 CCOc1ccc(OCCC(=O)NNC(=O)c2ccccc2Cl)cc1
 : 0, 0.93, 0, 2, 1, 9, -4, 27, 7
#13 CC1=CC(=O)C(C(C)C)=C/C1=N/OS(=O)(=O)c1ccccc1
 : -4, 0.98, 25, 0, -7, -1, -140, 44, 2
#14 COc1ccc(CCNc2ccc(S(N)(=O)=O)cn2)cc1
 : 0, 0.99, -1, 3, -4, 3, 8, 5, 1
#15 Cc1ccc(-c2nn3c(C)nnc3c3ccccc23)cc1S(=O)(=O)NCc1ccco1
 : 0, 0.94, 22, 28, -7, -3, 22, 11, 6
#16 CN(c1ccc(C(=O)NCc2ccccc2)cc1)S(C)(=O)=O
 : -1, 0.91, 6, -3, -5, -4, 0, 21, 10
#17 O=S(=O)(c1ccc(Cl)s1)N1CCN(c2ncccn2)CC1
 : -1, 1, -9, -11, 2, 2, 7, 29, -4
#18 Cn1c(N)c(C(=O)COC(=O)C2(c3ccc(F)cc3)CCCC2)c(=O)n(C)c1=O
 : 1, 1.1, 28, 6, -5, -3, 11, 15, -9
#19 Cc1ccc(S(=O)(=O)N2[C@@H](c3ccc(F)cc3)C(C(=O)O)=CC[C@H]2c2cccs2)cc1
 : -4, 1, -13, 2, 0, 1, 8, 2, -3
#20 COc1ccc(Cc2nnc(SCC(=O)N3CCCC3)o2)cc1
 : -1, 0.93, 7, -10, -4, 1, 13, 11, 7

Given bar-delimited: 14 of the compounds above.
no. | SMILES | MIN6 prolif | mIAP activ | TIM10 inh | hIAP block | A3G deaminase | A3A deaminase | tim10-1 inh | NLRP3 yeast inh | mIAP inh
7 | c1ccc(C[n+]2cccc(-c3ccccc3)c2)cc1 | -2 | 0.86 | -2 | 3 | -3 | 0 | 7 | 6 | 14
8 | CC1CCc2sc(C(=O)NNC(=O)c3ccncc3)cc2C1 (stereo not drawn) | -2 | 1 | -8 | -14 | 1 | 5 | -1 | 21 | -2
9 | O=C(CCc1c[nH]c2ccccc12)NCC1CCCO1 (stereo not drawn) | -3 | 0.98 | -15 | -15 | -1 | -3 | 4 | 10 | 2
10 | Cc1ccccc1-c1nc(Cc2ccc(Cl)cc2)no1 | 1 | 0.9 | -8 | 9 | -3 | -1 | 5 | 10 | 10
11 | CCN(CC)S(=O)(=O)N1CCC(C(=O)NC(C)CCc2ccccc2)CC1 (stereo not drawn) | 0 | 0.99 | -3 | 1 | -5 | -3 | 9 | -3 | 1
12 | CCOc1ccc(OCCC(=O)NNC(=O)c2ccccc2Cl)cc1 | 0 | 0.93 | 0 | 2 | 1 | 9 | -4 | 27 | 7
13 | CC1=CC(=O)C(C(C)C)=C/C1=N/OS(=O)(=O)c1ccccc1 | -4 | 0.98 | 25 | 0 | -7 | -1 | -140 | 44 | 2
14 | COc1ccc(CCNc2ccc(S(N)(=O)=O)cn2)cc1 | 0 | 0.99 | -1 | 3 | -4 | 3 | 8 | 5 | 1
15 | Cc1ccc(-c2nn3c(C)nnc3c3ccccc23)cc1S(=O)(=O)NCc1ccco1 | 0 | 0.94 | 22 | 28 | -7 | -3 | 22 | 11 | 6
16 | CN(c1ccc(C(=O)NCc2ccccc2)cc1)S(C)(=O)=O | -1 | 0.91 | 6 | -3 | -5 | -4 | 0 | 21 | 10
17 | O=S(=O)(c1ccc(Cl)s1)N1CCN(c2ncccn2)CC1 | -1 | 1 | -9 | -11 | 2 | 2 | 7 | 29 | -4
18 | Cn1c(N)c(C(=O)COC(=O)C2(c3ccc(F)cc3)CCCC2)c(=O)n(C)c1=O | 1 | 1.1 | 28 | 6 | -5 | -3 | 11 | 15 | -9
19 | Cc1ccc(S(=O)(=O)N2[C@@H](c3ccc(F)cc3)C(C(=O)O)=CC[C@H]2c2cccs2)cc1 | -4 | 1 | -13 | 2 | 0 | 1 | 8 | 2 | -3
20 | COc1ccc(Cc2nnc(SCC(=O)N3CCCC3)o2)cc1 | -1 | 0.93 | 7 | -10 | -4 | 1 | 13 | 11 | 7

The results go on:
Value order – MIN6 prolif, mIAP activ, TIM10 inh, hIAP block, A3G deaminase, A3A deaminase, tim10-1 inh, NLRP3 yeast inh, mIAP inh
#21 Cc1ccnc(N2C(=O)C3C4CC(C(Br)C4Br)C3C2=O)c1 (stereo not drawn)
 : 2, 1, 0, 9, -2, 2, 9, 5, -4
#22 COc1ccc(C(=O)NCc2nnc(SCC(=O)c3ccccc3)o2)cc1
 : 1, 1, 5, -2, -4, -2, -2, -2, 0
#23 CC(C)Sc1nc2c(cnn2-c2ccc(Cl)cc2)c(=O)[nH]1
 : 11*, 1, 12, 3, -5, -1, 13, 16, -2
#24 COC(=O)c1cc(Cl)c(NC(=O)Cc2ccccc2)cc1OC
 : 1, 1.1, -4, -21, -6, 0, 7, -14, -5
#25 O=C(Nc1cccc2ccccc12)NC1CCCCC1
 : -3, 1.5, -1, 16, -2, -2, 8, 22, -52
#26 CS(=O)(=O)N(CC(=O)N1CCN(Cc2ccccc2)CC1)c1cccc(Cl)c1
 : -3, 1, 26, -17, -4, -1, 19, 16, -4
#27 COc1ccc(C(=O)OCC(=O)NC2CCCCCC2)c(OC)c1
 : -2, 0.96, -5, -18, -2, -2, 3, 18, 4
#28 Cc1noc(C)c1COc1ccc(C(=O)N2CCN(S(=O)(=O)c3ccccc3)CC2)cc1
 : -1, 0.91, 5, 5, -8, -2, 0, -2, 9
#29 O=[N+]([O-])c1cccc(-c2cnc3ccccc3n2)c1
 : -1, 1, 18, -3, -4, 0, 16, -3, -4
#30 CCN(CC)c1ncnc2c1ncn2Cc1c(Cl)cccc1Cl
 : 3, 0.9, 42*, 2, -2, -1, 50*, 9, 10
#31 COc1ccc(C(=O)N/C(N)=N/c2nc3ccccc3o2)cc1
 : 0, 0.96, 11, -21, -3, 1, 18, 19, 4
#32 CC1(C)CC2CC(C)(CN2c2ncnc3ccccc23)C1 (stereo not drawn)
 : -5, 0.95, 27, 4, -1, 2, 38, -14, 5
#33 O=C(COC(=O)c1cc(S(=O)(=O)N2CCCCC2)ccc1Cl)NCc1ccco1
 : 1, 0.95, 18, -9, -5, 0, 12, 15, 5
#34 O=C(Nc1cccc(Cl)c1)c1cc(S(=O)(=O)NCCc2ccc(Cl)cc2)ccc1F
 : -6, 0.98, 41*, 9, -4, -2, 30, 10, 2
#35 CCOC(=O)C1C(=O)NC(N2CCN(c3ccccc3)CC2)=NC1c1ccccc1 (stereo not drawn)
 : 1, 0.95, -2, 0, -1, 1, 7, -5, 5
#36 c1cc(C2CCN(Cc3nc(-c4ccc5c(c4)OCO5)no3)CC2)ccn1
 : -2, 0.97, 7, 0, -7, 0, 16, 6, 3
#37 Cc1cccc(NS(=O)(=O)c2ccc(Cl)cc2)n1
 : -1, 0.93, 8, -10, -5, -6, 0, 10, 7
#38 Cc1ccc2nc(-c3ccc(NS(=O)(=O)c4c(C)n(C)c(=O)n(C)c4=O)cc3)sc2c1
 : -5, 1, 8, -2, 2, 6, 18, 2, -3
#39 COc1ccc(CNC(=O)CN2C(=O)C3CCCN3c3ncc(Cl)cc32)cc1 (stereo not drawn)
 : -1, 1.2, 9, 18, -6, -3, 3, 7, -19
#40 CC1CN(CCCOc2ccc([N+](=O)[O-])cc2)CC(C)O1 (stereo not drawn)
 : -2, 0.93, -38, 2, -8, -4, -63, 16, 7

Further results follow.
Value order – MIN6 prolif, mIAP activ, TIM10 inh, hIAP block, A3G deaminase, A3A deaminase, tim10-1 inh, NLRP3 yeast inh, mIAP inh
#41 O=C(OCCN1CCOCC1)c1ccccc1
 : 0, 1.1, 0, 22, -8, -5, -16, 22, -5
#42 COc1cc(NC(=O)CN2CCC(C)CC2)c(C)cc1[N+](=O)[O-]
 : 4, 0.98, 9, 19, -9, -3, 13, 2, 2
#43 CCn1c(C)nnc1SCC(=O)Nc1ccc2c(c1)OCCO2
 : -4, 0.93, -1, 2, -13, -4, -24, 9, 7
#44 CCOc1ccc(NC(=S)NS(=O)(=O)c2cc(Br)ccc2OCC)cc1
 : -3, 0.87, 11, -4, -3, -3, -2, -2, 13
#45 C#CC[N+]1(CC#Cc2cccc3ccccc23)CCOCC1
 : -2, 0.95, 7, 12, -5, -2, 1, 14, 5
#46 CC(C)c1nnc(NC(=O)CCC(=O)Nc2ccccc2)s1
 : 1, 1, -1, 6, -5, 4, 0, 18, 0
#47 COc1ccc(Cl)cc1CN1CCN(c2nc(C)cc(C)c2C#N)CC1
 : 0, 0.88, 16, 22, -6, 0, 28, 18, 12
#48 Cc1cc(O)cc(C)c1NS(=O)(=O)c1ccc2ccccc2c1
 : 5, 0.97, 0, 16, -7, -3, 5, 27, 3
#49 O=Cc1ccc(OCc2ccccn2)cc1
 : -2, 1, 18, 4, -7, -2, 12, 23, -4
#50 CC(C)(CNC(=O)Cc1ccc(Cl)cc1Cl)N1CCCCC1
 : -4, 1.1, -9, -15, 3, 0, 26, 14, -8
#51 C=CCn1c(SCC(=O)Nc2ccc(F)cc2)nc2ccccc2c1=O
 : -2, 1.1, -16, 14, -1, 0, -26, 16, -5
#52 COc1ccc(Nc2nc3c([nH]2)c(=O)[nH]c(=O)n3C)cc1
 : 2, 0.93, 13, -4, -5, -6, 3, 9, 7
#53 S=C(NCCN1CCOCC1)Nc1ccc(Nc2ccccc2)cc1
 : 0, 1, 10, -8, -3, -5, 35, 9, -3
#54 Cc1nc(SCC(N)=O)c(C#N)c(C)c1C
 : -1, 1.1, -17, -2, 7, 6, 3, 22, -10
